EWS-Fli inh – blocks EWS/Fli oncoprotein-driven transcription | 0.67% of 350,000 active | inhibition, % at 12.6 µM | A673 NR0B1-luciferase reporter, viability-normalised;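 active = mean inhibition of at least 50% after viability correction, with every replicate also passing that limit; inconclusive = mean reaches 50% but only one of two replicates passes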;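 note: firefly luciferase signal divided by Alamar Blue viability fluorescence both relative to DMSO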
GSIS activator – primary screen for activators of insulin secretion dependent on glucose, INS-1E cells, GLuc reporter luminescence. INS-1E GLuc reporter insulin secretion, 2-3 h. activation, % at 16.6 µM. 0.61% of 370,000 active. AID 743287;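 active = lowest replicate activation of at least 40%, so every replicate reaches that level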;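 note: 0% = median of neutral control wells and 100% = median of IBMX positive control wells; some compounds called inactive have numbers as strong as hits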
F508del corr – correctors of CFTR F508del function in bronchial epithelial cells | CFBE cells, YFP halide quenching; stimulated with forskolin plus potentiator P3; % fluorescence drop versus neutral controls | activity (quench increase), % at 7.58 µM | 0.36% of 350,000 active | AID 720511;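 active = mean added fluorescence quench of at least 8% versus neutral control, with both replicates also reaching 8%; inconclusive = only one of the mean or replicate conditions met; inactive = mean below 8% and not both replicates reaching 8%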;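 note: cells transiently co-express mutant CFTR-F508del with the halide-sensitive YFP; corrector assay measuring rescue of mutant channel to the surface after 24 h compound exposure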
miR-122 sensor – blocks miR-122 activity in Huh7 sensor cells. Huh7 miR-122 Renilla luciferase sensor, 48 h; neutral wells = 0, positive control = 100. 0.3% of 340,000 active. activation (reporter increase), % at 12.5 µM;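 active = mean replicate activation score at least 90 and every replicate individually at or above 90; inconclusive = only one of the two criteria met; inactive = neither criterion met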;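 note: higher luciferase means less miR-122 activity so hits act as miR-122 inhibitors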
FN deposit inh – fibronectin deposition inhibition; AH1F fibroblasts, Alexa488-fibronectin deposition fluorescence, overnight; inhibition, % at 12.6 µM; 0.086% of 350,000 active; AID 743247;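 active = mean inhibition across replicates of 30% or more, regardless of how many single replicates reach that level; inconclusive = mean under 30% yet at least half of replicates reach 30%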;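 note: positive control wells lacked labelled fibronectin entirely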
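Schedule: 1 h cell adhesion before compound, then overnight fibronectin incubation; test system: AH1F fibroblast monolayer depositing Alexa488-labelled fibronectin into matrix; quantity: 10000 AH1F cells per well; probe or stimulus: fluorescent fibronectin at 24 nM final; signal: fluorescence, ex 485 nm, em 525 nm; evaluation: percent inhibition as loss of matrix-bound fibronectin fluorescence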
DENV2 CPE – inhibitors of DENV2 cytopathic effect. CPE inhibition, % at 9.99 µM. AID 651640. DENV2-infected cells, cytopathic effect rescue, plate reader. 1.7% of 350,000 active; in the data active = CPE inhibition above about 20%, passing the limit was not always enough; inconclusive = no clear call, values can overlap the other calls; tested in BHK-21 cells;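 note: 0% = median of neutral control wells and 100% = median of positive control wells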
PAX8 reporter – inhibitors of PAX8 transcriptional activity in RMG-I cells; RMG-I TPO-luciferase reporter, SteadyGlo, 24 h; inhibition, % at 12.6 µM; 1.2% of 360,000 active; AID 652154;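 active = mean replicate inhibition at least 60% with every replicate also reaching 60%; inconclusive = only one of the two criteria is met; inactive = mean below 60% and not all replicates reaching 60%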;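 note: luciferase light reporting Pax8 driven TPO promoter activity; plate controls were median of neutral control wells for no effect and mitoxantrone controls for full effect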
The depositor's hits bear a star; ? = inconclusive; / = not tested or not shown; [ ] = another dose, or the depositor's remark.

smiles	EWS-Fli inh	F508del corr	FN deposit inh	GSIS activator	miR-122 sensor	DENV2 CPE	PAX8 reporter
COCc1ccc(C(=O)N2CCCC(Nc3ccc4c(c3)OCCO4)C2)o1 (stereo not drawn)	-2	1.4	2	5	/	-2	-3
C[C@@H]1CN([C@@H](C)CO)C(=O)c2cc(NC(=O)NC3CCCCC3)ccc2O[C@@H](C)CCCCO[C@H]1CN(C)CC1CC1	/	1.4	/	-3	7[16.7 µM]	4	-5
N#Cc1ccccc1CCN1C(=O)c2ccccc2C1=O	-3	1.4	-2	0	/	-2	-20
O=C(NC(=S)Nc1cccc2c(O)cccc12)c1ccco1	/	-2.4	/	8	0	-9	8
C/C(=N\NC(=O)CC1(C)OCCO1)c1cccs1	/	/	-1	28	/	/	12
C[C@@H]1CN([C@H](C)CO)C(=O)c2cc(NS(=O)(=O)c3ccccc3)ccc2O[C@@H](C)CCCCO[C@@H]1CN(C)C	-2	7.1	5	4	1[16.7 µM]	0	2
CCc1nn2c(NCCCO)cc(C)nc2c1-c1ccc(F)cc1	1	-2.6	4	6	2	18	-14
COc1cc(C2CC(=O)c3c(ccc4ccccc34)N2)ccc1O (stereo not drawn)	/	/	1	1	-3	/	18
CC(C)C[C@H]1CN([C@@H](Cc2ccc(O)cc2)CN2CCC[C@@H]2CN2C(=S)NC[C@@H]2Cc2ccccc2)C(=S)N1CC1CCCCC1	8	1.2	-14	24	-1	6	42
O=C(Nc1ccc2c(c1)[C@H]1C[C@H](CC(=O)N3CCOCC3)O[C@@H](CO)[C@H]1O2)NC1CCCCC1	-1	-1.5	-7	17	4[16.7 µM]	9	-3
COc1ccc(CC(=O)NNc2ncnc3c2cnn3C)cc1OC	-2	/	6	2	/	/	-3
Cc1cc2oc(=O)cc(CN3CCN(Cc4ccccc4)CC3)c2cc1C	4	2.4	0	-2	-3	0	2
O=C(C[C@H]1CC[C@@H](NC(=O)Nc2cc(F)ccc2F)[C@H](CO)O1)Nc1ccccc1	-5	0.1	/	21	/	/	/
C[C@H](CO)N1C[C@H](C)[C@H](CN(C)S(=O)(=O)c2ccccc2)OCCCC[C@H](C)Oc2ccc(NC(=O)Cc3ccccc3)cc2C1=O	-5	-0.9	4	-38	-4[16.7 µM]	?	15
COc1ccccc1C1CC(=O)Nc2c1c(=O)n(C)c(=O)n2C (stereo not drawn)	3	-3.7	-1	-1	-1	1	-8
O=C(O)c1ccc(Cl)c(S(=O)(=O)Nc2cccc(C(=O)Nc3cccc(C(F)(F)F)c3)c2)c1	12	1.1	-10	-1	1	0	-4
CCCC12CN(C(=O)c3ccc([N+](=O)[O-])cc3)CC(C)(CN(C(=O)c3ccc([N+](=O)[O-])cc3)C1)C2=O	9	-1.3	1	12	-3	5	19
Cc1ccccc1OCC(=O)OCC(=O)NC1CCCC(C)C1C (stereo not drawn)	-48	0.4	-2	0	-5	8	-13
COc1ccc2c3c(n(C)c2c1)[C@H](CO)N(CC1CC1)CC31CN(C(=O)Nc2c(C)noc2C)C1	13	1.7	/	7	/	-3	/
COc1ccccc1-c1noc2c1C(=O)N(Cc1cn(C3CCCC3)nn1)CC2	2	2.7	16	/	/	3	-5
CCCn1nnc(NC(=O)Cc2ccc(Cl)cc2)n1	-9	-1.6	/	1	4	1	/
C=CCN1C=C2C(=O)C(C)(OC(=O)C3CCCC3)C(=O)C=C2C=C1c1ccsc1 (stereo not drawn)	8	-1.2	-15	-16	62	2	32
Cc1c(Cl)cccc1NC(=O)CNC(=O)Cc1n[nH]c(=O)c2ccccc12	-2	0.6	-2	15	3	7	5
CN(C(=O)c1cccc(NC(=O)Cc2ccc(NC(=O)C3CCN(C(=O)C4CCCC4)CC3)cc2)c1)C1CCC1	-4	0.2	-3	-23	4	-8	-2
CCc1ccc(Cn2ncc3c(C(=O)O)cc(C)nc32)cc1	75*	-2.8	3	-5	2	-5	-5
COc1ccc(C(=O)N2CCc3ccccc3C2)cc1S(=O)(=O)N1CCCC1	1	3.5	/	-7	1	-11	10
COc1ccc(S(=O)(=O)Nc2ccc3c(c2)C(=O)N([C@@H](C)CO)C[C@H](C)[C@@H](CN(C)S(=O)(=O)c2ccc(F)cc2)O3)cc1	-6	0.6	-3	-11	0[16.7 µM]	-10	/
COc1ccc(NC2CCCCC2NS(=O)(=O)c2ccc(C)cc2)cc1 (stereo not drawn)	-1	-2.1	1	35	4	5	-4
COc1ccccc1CNC(=O)c1cc(-c2cc(F)ccc2OC(C)C)n[nH]1	6	-4.2	3	12	-1	-3	-2
O=C(NCC(c1ccco1)N1CCCC1)c1cc2cc(Cl)ccc2o1 (stereo not drawn)	-10	1.4	1	4	-7	-2	10
COc1cccc(C(=O)Nc2ccc3c(c2)C(=O)N(C)C[C@H](OC)[C@H](C)CN(CC2CC2)[C@H](C)CO3)c1	-3	-2.9	5	2	/	-4	1
Cc1ccccc1NC(=O)CSC1=NCCN1	-14	/	0	-16	/	/	-1
C/C(=N\NC(=O)c1nnn(-c2nonc2N)c1-c1ccccc1)c1ccccc1O	-15	4.4	10	-4	2	5	18
Cc1[nH]c(=O)c(C(=O)/C=C/c2ccccc2F)c2c1CCCC2	36	-11	/	-18	182*	0	/
Cc1onc(-c2c(Cl)cccc2Cl)c1C(=O)NC(C)(C)CO	/	/	3	/	-1	/	-4
C[C@H](CO)N1C[C@H](C)[C@H](CN(C)C(=O)Nc2cccc3ccccc23)OCCCC[C@H](C)Oc2ccc(NC(=O)c3ccccc3)cc2C1=O	1	-2.7	12	3	-9[16.7 µM]	-10	26
COc1cc(OC)cc(-c2c(C#Cc3ccsc3)c3cc(-c4cnc(OC)nc4)ccc3n2C)c1	9	6.1	-5	2	0	?	25
CN(C)c1ccc(C2(c3ccc(N(C)C)cc3)OC(=O)c3cc(N)ccc32)cc1	9	0.0	-12	3	25	1	7
CCOc1ccccc1N1CCN(C(=O)COc2ccc3c(C)cc(=O)oc3c2)CC1	6	-0.2	-19	14	/	-4	-3
C=C(C)CN1CCN(S(=O)(=O)c2ccc(C)c(N(C)S(=O)(=O)c3ccc(C)cc3)c2C)CC1	8	/	-7	/	/	9	14

A second format for part of the listing above:
> Cc1[nH]c(=O)c(C(=O)/C=C/c2ccccc2F)c2c1CCCC2
  EWS-Fli inh = 36
  F508del corr = -11
  FN deposit inh = /
  GSIS activator = -18
  miR-122 sensor = 182*
  DENV2 CPE = 0
  PAX8 reporter = /

> Cc1onc(-c2c(Cl)cccc2Cl)c1C(=O)NC(C)(C)CO
  EWS-Fli inh = /
  F508del corr = /
  FN deposit inh = 3
  GSIS activator = /
  miR-122 sensor = -1
  DENV2 CPE = /
  PAX8 reporter = -4

> C[C@H](CO)N1C[C@H](C)[C@H](CN(C)C(=O)Nc2cccc3ccccc23)OCCCC[C@H](C)Oc2ccc(NC(=O)c3ccccc3)cc2C1=O
  EWS-Fli inh = 1
  F508del corr = -2.7
  FN deposit inh = 12
  GSIS activator = 3
  miR-122 sensor = -9[16.7 µM]
  DENV2 CPE = -10
  PAX8 reporter = 26

Next section
smiles	EWS-Fli inh	F508del corr	FN deposit inh	GSIS activator	miR-122 sensor	DENV2 CPE	PAX8 reporter
Cc1cccc(S(=O)(=O)N2CCCCN3[C@H](CO)[C@H](c4ccc(-c5ccncc5)cc4)[C@@H]3C2)c1	9	-0.3	/	-8	-3[16.7 µM]	33*	21
COc1cccc(S(=O)(=O)Nc2ccc3c(c2)OC[C@H](C)NC[C@H](C)[C@@H](OC)CN(C)C3=O)c1	4	1.5	-12	9	/	19	/
CCNC(=O)C1CCCN(C(=O)c2ccc(C#N)cc2)CC1 (stereo not drawn)	-9	-1.4	-3	-6	-4	17	-2
COc1ccc(CN(C)C[C@H]2OCCCC[C@H](C)Oc3ccc(NC(=O)NC4CCCCC4)cc3C(=O)N([C@@H](C)CO)C[C@H]2C)cc1	9	-0.1	7	-28	-2[16.7 µM]	0	/
CCOc1ccc(NC(=O)C(c2ccccn2)N(C(=O)CCl)c2ccc(OC)cc2)cc1 (stereo not drawn)	-7	/	2	4	/	-4	8
Cc1ccc(C(=O)Nc2nccs2)s1	-104	0.2	-1	5	1	-2	-135
O=C(Nc1ncc([N+](=O)[O-])s1)c1cccc([N+](=O)[O-])c1	-18	2.9	-3	-5	-7	-2	-16
CC1(C)OC(=O)C2=C(C[C@@H](C3CCCC3)O[C@H]2CCc2cccc(Cl)c2)O1	8	-3.0	16	26	/	8	13
O=C(C[C@H]1CC[C@@H](NC(=O)c2ccncc2)[C@H](CO)O1)Nc1ccccc1	-38	0.5	12	34	/	0	-2
COc1ccccc1OCCOCCOc1c(C)cc(C)cc1Br	15	/	-16	18	/	2	-2
O=C(COC(=O)/C=C/c1ccco1)NCc1ccccc1Cl	-1	-1.9	-1	-10	/	0	-6
Cc1ccc2c(C)c(C(=O)N(C)C(C)c3ccon3)oc2c1C (stereo not drawn)	/	-0.6	0	22	1	-5	-187
COc1ccc(C2CC(=O)c3cnc(NC(=O)c4cccc(OC)c4)nc3C2)cc1 (stereo not drawn)	/	/	-2	/	7	/	10
COc1ccc(CCNC(=O)COc2ncnc3ccccc23)cc1OC	8	-1.6	1	13	-3	-3	-12
O=C(NCC[C@@H]1CC[C@H](NC(=O)C2CCCC2)[C@@H](CO)O1)c1ccc(F)cc1	8	5.4	/	1	22[16.7 µM]	9	-1
COC(=O)c1ccc(S(=O)(=O)N(C2CCCCC2)C2CCCCC2)n1C	10	-4.1	-4	9	/	-6	-12
CS(=O)(=O)c1ccccc1C(=O)NCCC(c1ccccc1)c1ccccc1	2	1.3	-1	-15	-2	-3	5
O=C(NCCS(=O)(=O)N1CCN(c2ccccc2F)CC1)C1CC(=O)N(c2ccccc2)C1 (stereo not drawn)	/	0.7	23	-1	-4	-2	2
O=C(C[C@@H]1CC[C@H]2[C@@H](COC[C@@H](O)CN2CC2CCCC2)O1)NCc1ccc(Cl)cc1	-4	0.0	-4	-25	/	-9	/
Cc1ccc(S(=O)(=O)N[C@H]2C=C[C@H](CC(=O)N3CCc4ccccc4C3)O[C@@H]2CO)cc1	5	-1.2	/	-6	/	-9	17
Cn1cnc2cc(NC(=O)c3cccs3)ccc21	-70	2.2	/	-1	/	0	-121
O=C(COc1ccc(S(=O)(=O)N2CCCC2)cc1)NCc1ccccn1	/	-0.7	-9	-4	1	-1	-5
COc1cccc(-c2nc(CS(=O)(=O)CC(=O)Nc3cccc(C)c3C)c(C)o2)c1	16	-3.7	-5	-17	2	0	-8

Sorted by count of non-hydrogen atoms (lowest first): some entries from above.
smiles	EWS-Fli inh	F508del corr	FN deposit inh	GSIS activator	miR-122 sensor	DENV2 CPE	PAX8 reporter
O=C(Nc1ncc([N+](=O)[O-])s1)c1cccc([N+](=O)[O-])c1	-18	2.9	-3	-5	-7	-2	-16
COC(=O)c1ccc(S(=O)(=O)N(C2CCCCC2)C2CCCCC2)n1C	10	-4.1	-4	9	/	-6	-12
COCc1ccc(C(=O)N2CCCC(Nc3ccc4c(c3)OCCO4)C2)o1 (stereo not drawn)	-2	1.4	2	5	/	-2	-3
COc1ccc(S(=O)(=O)Nc2ccc3c(c2)C(=O)N([C@@H](C)CO)C[C@H](C)[C@@H](CN(C)S(=O)(=O)c2ccc(F)cc2)O3)cc1	-6	0.6	-3	-11	0[16.7 µM]	-10	/

Screens deposited in PubChem by Broad Institute.
